Screens as filed in PubChem BioAssay.
CSM14.1 death rescue: protection against thapsigargin-triggered cell killing – 384-well, CSM14.1, ATP luminescence, primary screen (AID 1222); CSM14.1 thapsigargin-induced death rescue, ATP luminescence; higher % means a stronger effect; 190,000 tested, under 10 active; cellular ATP content (survival), % at 20 µM, or EC50 in µM where a hit was titrated;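 active = EC50 below 50 µM in the dose-response confirmation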;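 also: death triggered by thapsigargin at about 15 µM added after 2 h compound pretreatment; cell ATP read after overnight thapsigargin exposure of roughly 18 to 22 hours; normalized against plate controls of thapsigargin alone and 5% DMSO vehicle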
RSV antiviral HEp-2: inhibition of RSV-induced cytopathic effect – HEp-2 cells, primary 10 µM value included (AID 2391). HEp-2 cells, RSV-induced CPE inhibition; higher % means a stronger effect. one-dose CPE inhibition, % at 10 µM; IC50 in µM for titrated hits. 0.13% of 310,000 active; in the data active = a potency from the dose series; inconclusive = CPE inhibition mostly from about 23% at the one dose, without a potency; inactive = the rest, 99 in 100 with CPE inhibition below about 21%; also: strong numbers were not always called active
MgcRacGAP inhibition: MgcRacGAP GTPase-activating activity inhibitors, confirmation, biochemical, ADP Hunter fluorescence; MgcRacGAP-stimulated Rac1 GTP hydrolysis, ADP Hunter fluorescence; higher % means a stronger effect; GST-tagged Rac1 F28L mutant substrate; 0.6% of 340,000 active; inhibition, % at 30 µM; hits with a dose series show IC50 in µM; AID 624330;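 active = first-screen hits whose inhibition reached a set limit at any dose in the follow-up dose series; inconclusive = inhibition above the set first-screen limit but never retested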;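 also: fluorescence reports GDP produced by GAP-driven GTP hydrolysis; strong numbers were not always called active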
LYP inhibition: PTPN22 lymphoid phosphatase activity blockers – biochemical, fluorescence intensity, uHTS (AID 1779) | recombinant LYP phosphatase, fluorescence intensity; higher % means a stronger effect | 0.054% of 290,000 active | one-dose inhibition, % at 11.5 µM; IC50 in µM for titrated hits; in the data active = inhibition above about 50%;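 also: plate controls were vehicle with enzyme for no effect and no enzyme for full effect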
PhoP inhibition: PhoP-dependent GFP reporter repression – Salmonella Typhimurium, primary screen (AID 1863). 0.16% of 300,000 active. S. Typhimurium PhoP-regulated promoter GFP reporter, 4 h; higher % means a stronger effect. one-dose inhibition, % at 50 µM; IC50 in µM for titrated hits;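 active = inhibition over 29.93%, a cutoff 3 SD above the screen mean, later confirmed by dose response; inconclusive = inhibition over 29.93% but no dose response follow-up; inactive = inhibition at most 29.93% or unconfirmed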;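 also: 0% = low Mg2+ inducing control and 100% = high Mg2+ repressing control; strong numbers were not always called active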
SV40 large T antigen: TAg ATPase/helicase activity blockers – biochemical (AID 1903) | SV40 large T antigen ATPase/helicase inhibition assay; higher % means a stronger effect | one-dose inhibition, % at 20 µM; IC50 in µM for titrated hits | 0.39% of 310,000 active; in the data active = a potency from the dose series; inconclusive = inhibition mostly from about 32% at the one dose, without a potency; inactive = the rest, 99 in 100 with inhibition below about 32%; also: strong numbers were not always called active
NS5 inhibitors: flavivirus cap methylation enzyme inhibition – biochemical, confirmation dose response, primary screen (AID 588689). Dengue-2 NS5 methyltransferase capping enzyme assay, biochemical; higher % means a stronger effect. inhibition, % at 25 µM; hits with a dose series show IC50 in µM. 0.3% of 340,000 active; in the data active = a potency from the dose series; inconclusive = inhibition above about 29% without an active follow-up result
West Nile antiviral: inhibition of WNV-induced cytopathic effect – cell-based, CPE readout (AID 1621) | West Nile virus-infected cells, CPE inhibition; higher % means a stronger effect | 0.02% of 290,000 active | CPE inhibition, % at 10 µM; hits with a dose series show IC50 in µM; in the data active = a potency from the dose series; inconclusive = CPE inhibition mostly from about 3.7% at the one dose, without a potency; inactive = the rest, 99 in 100 with CPE inhibition below about 2.2%; also: strong numbers were not always called active
GPR35 arrestin U2OS: inhibition of zaprinast-stimulated GPR35 beta-arrestin translocation – imaging, U2OS, beta-arrestin-GFP, zaprinast agonist, primary screen (AID 2058); one-dose inhibition, % at 10 µM; IC50 in µM for titrated hits; U2OS GPR35 beta-arrestin-GFP translocation imaging, zaprinast antagonism; higher % means a stronger effect; 0.052% of 290,000 active;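 active = inhibition of at least 50% with at least 30 cells and total cytoplasm GFP at most 10,000,000; inconclusive = under 30 cells or total GFP of 10,000,000 plus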
* marks the source's active call; other numbers are inactive results; ? = inconclusive; nt = not tested or not shown. Random draw from the library; 1.5% or so of the library scored in one or more.

Sequence of screens: CSM14.1 death rescue | RSV antiviral HEp-2 | MgcRacGAP inhibition | LYP inhibition | PhoP inhibition | SV40 large T antigen | NS5 inhibitors | West Nile antiviral | GPR35 arrestin U2OS
CCOC(=O)c1ccc(N/C(=N\S(=O)(=O)c2ccc(F)cc2F)c2ccccc2)cc1
  5.3% | 2.0% | 8.4% | 0.1% | -10.2% | 18.9% | -2.9% | -1.1% | -12.6%
CCOC(=O)c1sc(NC(=O)c2cccc(S(=O)(=O)N3CCc4ccccc43)c2)c(C#N)c1C
  nt | 9.4% | -4.9% | -5.7% | -1.2% | 18.9% | 0.8% | -0.3% | -10.5%
O=S(=O)(NCc1ccccn1)c1ccc(Br)s1
  -1.7% | 3.8% | 4.2% | -12.1% | 8.9% | 1.1% | 7.5% | 0.6% | -13.2%
CCn1c(=O)c(C(=O)NCc2ccccc2Cl)c(O)c2ccccc21
  nt | 6.4% | 1.9% | -3.5% | -0.5% | 10.9% | -9.7% | -1.3% | -9.0%
COC(=O)c1cnn2c(C(F)(F)F)cc(-c3ccc(F)cc3)nc12
  -4.4% | 2.8% | 5.0% | -2.8% | -7.8% | 0.9% | -8.3% | -0.7% | 15.9%
CCC1CCCCN1C(=O)c1cc(COc2ccc3ncccc3c2)on1 (stereo not drawn)
  1.2% | -0.4% | 4.9% | -7.2% | -5.4% | 1.3% | -9.1% | -1.7% | 17.6%
O=C1N=C(C=c2ccc(=Cc3[nH]c(=O)[nH]c3O)cc2)C(=O)N1
  nt | 2.6% | nt | -5.5% | 4.6% | -3.4% | nt | -0.7% | -2.6%
Cc1cc(C)cc(C(=O)NC(=S)Nc2ccc(-c3cc4ccccc4oc3=O)cc2)c1
  0.9% | 2.1% | 12.1% | 6.8% | 3.4% | 0.1% | -1.5% | -0.2% | -6.7%
O=C(Nc1nccs1)c1cn(-c2ccccc2)nc1-c1ccccc1
  -0.9% | 7.2% | 6.7% | -2.4% | 3.2% | -5.0% | 2.8% | -0.2% | -9.2%
COc1ccccc1NC(=O)Cn1cc(C#N)c2ccccc21
  2.3% | 0.3% | -6.1% | -7.4% | -9.2% | 3.6% | -4.8% | -0.3% | -7.3%

Reformatted with each value named: part of the list above.
CCOC(=O)c1ccc(N/C(=N\S(=O)(=O)c2ccc(F)cc2F)c2ccccc2)cc1
  CSM14.1 death rescue: 5.3%	RSV antiviral HEp-2: 2.0%	MgcRacGAP inhibition: 8.4%	LYP inhibition: 0.1%	PhoP inhibition: -10.2%	SV40 large T antigen: 18.9%	NS5 inhibitors: -2.9%	West Nile antiviral: -1.1%	GPR35 arrestin U2OS: -12.6%

CCOC(=O)c1sc(NC(=O)c2cccc(S(=O)(=O)N3CCc4ccccc43)c2)c(C#N)c1C
  CSM14.1 death rescue: nt	RSV antiviral HEp-2: 9.4%	MgcRacGAP inhibition: -4.9%	LYP inhibition: -5.7%	PhoP inhibition: -1.2%	SV40 large T antigen: 18.9%	NS5 inhibitors: 0.8%	West Nile antiviral: -0.3%	GPR35 arrestin U2OS: -10.5%

(listing goes on)
Sequence of screens: CSM14.1 death rescue | RSV antiviral HEp-2 | MgcRacGAP inhibition | LYP inhibition | PhoP inhibition | SV40 large T antigen | NS5 inhibitors | West Nile antiviral | GPR35 arrestin U2OS
O=C(/C=C/c1cccc([N+](=O)[O-])c1)NCCSCc1ccco1
  -1.4% | 1.4% | 13.2% | -4.0% | 7.6% | 18.9% | 4.4% | -0.3% | nt
O=C(Cc1ccccc1)NNC(=O)C1CCCC1
  0.7% | 1.9% | 6.9% | -5.5% | -8.3% | 0.2% | -10.1% | nt | 3.0%
O=C(CSc1ccc(-c2ccco2)nn1)Nc1ccccc1
  -1.3% | 14.5% | 9.5% | 0.5% | -4.1% | 14.6% | -6.8% | -1.1% | -17.1%
Cc1cc(C(=O)NNC(=O)COc2c(C)cc(Br)cc2C)n[nH]1
  nt | 2.8% | 4.2% | -6.2% | -0.8% | -2.5% | -0.7% | 0.1% | 6.3%
C/C(=N\NC(=O)c1cc(C)[nH]n1)c1cccs1
  -7.0% | 0.9% | 16.1% | -5.1% | 0.3% | 2.0% | 2.3% | 0.3% | -13.0%
CN(C)c1nc(Nc2ccccc2)nc(Oc2ccc(=O)[nH]n2)n1
  -1.9% | 9.7% | 4.6% | -5.0% | -13.1% | 0.3% | 3.2% | ? | -4.2%
COC(=O)C(O)(NC(=O)c1ccncc1)C(F)(F)F (stereo not drawn)
  nt | 0.0% | 5.3% | -4.5% | -9.4% | 1.9% | 3.9% | -0.3% | 2.0%
N#Cc1ccc(C(=O)NCC2CCCCC2)cc1
  nt | 3.9% | 9.3% | -5.5% | -3.6% | 2.7% | 4.6% | -0.2% | -1.4%
CC(=O)c1ccc(NC(=S)NN2C(C)CCCC2C)cc1 (stereo not drawn)
  -0.5% | -0.4% | 4.4% | -1.4% | 4.4% | 2.9% | -3.8% | 0.3% | 16.1%
CC(C)c1nc2ccc(NC(=O)C3CCCCC3)cc2[nH]1
  -3.2% | 2.9% | 5.4% | -5.1% | 3.5% | 7.5% | 4.0% | 0.0% | -6.6%

Next part:
Molecule | CSM14.1 death rescue | RSV antiviral HEp-2 | MgcRacGAP inhibition | LYP inhibition | PhoP inhibition | SV40 large T antigen | NS5 inhibitors | West Nile antiviral | GPR35 arrestin U2OS
O=C(NNS(=O)(=O)c1ccc([N+](=O)[O-])cc1)C(=O)Nc1cccc(C(=O)O)c1 | nt | -0.7% | 4.8% | -9.2% | 2.6% | 3.3% | -1.8% | 0.3% | -10.9%
O=[N+]([O-])c1cccc(-c2ccc(CN3CCCCC3)o2)c1 | nt | 1.0% | 4.4% | -6.7% | -0.9% | 4.6% | -6.2% | 0.0% | 5.6%
O=C(Cc1ccc(Cl)cc1)NCC(=O)N1CCCC1 | nt | -1.7% | 12.1% | -3.2% | -8.3% | 6.2% | -3.8% | 0.7% | 10.7%
CCc1ccc(/C=C2/Sc3ccccc3N(CC(=O)NCC3CCCO3)C2=O)cc1 (stereo not drawn) | nt | 1.2% | -5.8% | -6.0% | -2.7% | 3.6% | 5.3% | 0.5% | 4.0%
COC(=O)COc1ccc(NC(=O)Cn2nc(-c3ccccc3)c3ccccc3c2=O)cc1 | -2.1% | 1.0% | -0.5% | -0.8% | -5.3% | 8.0% | -7.9% | nt | 13.1%
O=C(CSc1nc(-c2ccco2)cc(C(F)(F)F)n1)NC1CCCC1 | -0.3% | 1.5% | 2.1% | 3.8% | 3.6% | 3.8% | 3.5% | -0.1% | -11.5%
CCOC(=O)C1=C(C)NC(=O)NC1c1ccc(NC(C)=O)cc1 (stereo not drawn) | 1.6% | 1.7% | 2.3% | -3.7% | 9.6% | 11.9% | -3.8% | 0.0% | 6.9%
COc1cc2ncnc(NCc3ccccc3)c2cc1OC | -2.5% | 10.2% | 8.5% | -0.1% | 0.1% | 0.6% | -6.9% | 0.4% | 6.8%
Cc1cccc(NC(=O)CSc2nnc(CCNC(=O)OC(C)(C)C)o2)c1C | nt | -0.5% | 4.0% | -5.3% | -3.5% | 0.6% | 1.6% | 0.0% | -4.9%
O=C(O)CCCN1C(=O)/C(=C/c2ccncc2)SC1=S | nt | 9.1% | 12.1% | -3.3% | 1.3% | 29.4% | 0.0% | -0.1% | 6.3%
Cc1ccc(Cn2c(SCC(=O)N/N=C/c3ccccc3OCC(=O)O)nc3ccccc32)cc1 | nt | 1.6% | 5.1% | 4.3% | 1.2% | 19.0% | 3.2% | -0.2% | 16.5%
COc1cc(/C=N/N2CCN(Cc3ccc(Cl)cc3)CC2)cc(Br)c1O | nt | 2.0% | 17.1% | -1.2% | 7.8% | 10.9% | nt | -0.8% | 9.8%
COc1ccccc1C(=O)Nc1cc(Cl)ccc1-n1cncn1 | nt | 1.9% | 7.1% | -9.6% | 0.5% | -6.7% | -1.3% | -0.3% | 1.0%
O=C(Cn1c(=O)sc2ccccc21)NCc1ccccn1 | nt | 0.6% | 0.9% | -3.7% | 1.6% | 0.8% | -5.1% | -0.2% | -3.7%
OCCNc1nc(N2CCCC2)nc(N2CCCC2)n1 | 1.9% | 0.1% | 11.5% | -5.7% | 5.5% | 5.0% | 0.0% | 0.0% | 7.1%
COc1cccc(-c2nn(-c3ccccc3)cc2CNC(C)Cn2cncn2)c1 (stereo not drawn) | 2.0% | -1.5% | 7.5% | -8.2% | 0.8% | 1.3% | -0.8% | -0.6% | -1.4%
CC1CCN(CCCn2c(=S)[nH]c3c(sc4ccc([N+](=O)[O-])cc43)c2=O)CC1 | -1.8% | -1.5% | 17.7% | -6.6% | 2.3% | -3.7% | -1.5% | -0.1% | -1.5%
CCOCCCNC(=O)Cn1nc(Cc2ccncc2)c2ccccc2c1=O | nt | -0.7% | 5.9% | -9.2% | -3.7% | 8.5% | 0.7% | -0.1% | 7.9%
CCCCc1ccc(NC(=S)NN2CCOCC2)cc1 | -2.8% | 1.9% | 3.0% | 1.1% | 5.4% | 3.4% | -2.9% | -0.7% | 12.6%
CCN(CC)CCCNc1nc(-n2nc(C)cc2C)nc2sc3c(c12)CC(C)(C)OC3 | nt | 0.4% | -1.4% | -4.6% | -10.2% | 6.1% | -7.8% | 0.4% | -3.4%
NS(=O)(=O)c1ccc(N2C(=O)C(=O)/C(=C(/O)c3ccccc3)C2c2ccc(Cl)cc2)cc1 (stereo not drawn) | nt | 0.1% | -4.3% | 1.0% | -3.9% | 7.6% | -4.8% | 0.4% | 24.3%
Cc1ccccc1CN1C(=O)c2ccccc2Sc2ccc(C(=O)NCCCN3CCOCC3)cc21 | nt | 4.8% | 5.7% | -9.7% | -6.2% | 19.9% | -3.6% | -0.1% | 2.4%
CCc1ccc2nc(N(CCCN(C)C)C(=O)c3ccc(S(=O)(=O)N4CCCC4)cc3)sc2c1 | nt | 0.2% | -2.0% | -4.9% | -4.8% | 19.2% | -9.0% | 0.4% | 7.8%
Cc1cc(Cl)cc(C)c1OCCn1ccnc1 | nt | 32.9µM* | 13.5% | -7.6% | 2.2% | 3.3% | -7.3% | -1.1% | 3.8%
CCC(C(=O)NC1CCCC1)N(Cc1ccco1)C(=O)Cn1nnc(-c2ccc(C)cc2)n1 (stereo not drawn) | nt | 6.6% | 1.6% | -0.6% | 20.8% | -3.8% | -6.8% | -0.3% | 7.9%
COCCCNC(=O)c1ccc([N+](=O)[O-])c(Cl)c1 | -3.3% | 0.7% | 6.0% | -12.4% | -2.9% | 12.4% | 0.0% | -0.2% | 1.8%
O=C(NCc1ccccn1)c1cc(-c2ccc(Cl)cc2)oc1C(F)(F)F | nt | nt | nt | -1.0% | -2.3% | 10.8% | nt | -0.3% | -17.0%
Cc1cccc(NC(=S)NN2CCOCC2)c1C | -1.2% | 0.8% | 6.1% | -6.2% | 6.5% | nt | -6.1% | 0.4% | -0.7%
CN1CCN(c2ccc(NC(=O)c3ccccc3)cc2)CC1 | nt | -0.5% | 12.3% | -8.4% | -3.5% | 13.2% | -6.5% | 0.2% | 6.0%
